# aDG glyco act – activators of alpha-DG glycosylation, primary screen, uHTS, Pro5-aDG cells, AlphaScreen. activation, % at 10 µM. alpha-DG glycosylation AlphaScreen (IIH6); 0% Pro5, 100% B10-LARGE cell signal. 360,000 tested, 0.22% active. AID 624168, 2012;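 active means activation of at least 8% versus controls, or a plate z-score of at least 8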;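 further: Pro5 are CHO cells carrying HIG-tagged alpha-DG that lacks glycosylation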
# ABCB6 inh 2 – ABCB6 transporter inhibitors, primary screen, K562-ABCB6 cells, flow cytometry, MLPCN library. ATP-binding cassette sub-family B member 6 (Homo sapiens), Q9NP58. K562-ABCB6 porphyrin accumulation, 1 h; stronger effect = lower value. fluorescence ratio to DMSO, % at 10 µM. 360,000 tested, 0.19% active. AID 602162, 2011;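 active means fluorescence ratio to DMSO below 75%, the collection mean minus 3 SD; inconclusive means too few cells collected in the well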;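 further: signal is porphyrin accumulated inside mitochondria; 100% equals median channel fluorescence of DMSO control wells; lower ratio means ABCB6 inhibition with less porphyrin fluorescence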
# Target sequence (Q9NP58 whole entry, looked up): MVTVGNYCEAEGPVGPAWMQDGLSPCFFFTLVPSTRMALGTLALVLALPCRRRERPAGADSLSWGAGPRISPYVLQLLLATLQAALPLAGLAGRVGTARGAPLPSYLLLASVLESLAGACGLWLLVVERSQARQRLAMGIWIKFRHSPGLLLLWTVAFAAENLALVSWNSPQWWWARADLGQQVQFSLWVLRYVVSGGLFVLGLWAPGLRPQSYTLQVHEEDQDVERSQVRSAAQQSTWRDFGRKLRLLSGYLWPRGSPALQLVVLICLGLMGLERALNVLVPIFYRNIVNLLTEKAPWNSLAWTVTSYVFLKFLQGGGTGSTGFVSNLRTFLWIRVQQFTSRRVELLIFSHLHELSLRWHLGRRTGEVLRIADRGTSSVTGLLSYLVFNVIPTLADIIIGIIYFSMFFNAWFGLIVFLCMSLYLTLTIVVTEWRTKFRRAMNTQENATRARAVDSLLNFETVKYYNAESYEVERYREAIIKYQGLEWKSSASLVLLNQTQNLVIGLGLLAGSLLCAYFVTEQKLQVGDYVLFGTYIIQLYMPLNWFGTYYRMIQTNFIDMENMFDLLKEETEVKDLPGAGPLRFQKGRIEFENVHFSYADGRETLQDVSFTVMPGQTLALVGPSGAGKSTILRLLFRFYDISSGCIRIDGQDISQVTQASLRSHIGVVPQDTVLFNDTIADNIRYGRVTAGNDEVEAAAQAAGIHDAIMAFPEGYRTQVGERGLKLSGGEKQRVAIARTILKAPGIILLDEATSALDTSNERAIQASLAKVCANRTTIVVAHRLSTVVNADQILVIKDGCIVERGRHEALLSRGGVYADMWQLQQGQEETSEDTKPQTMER
# hiPSC survival – enhancers of single-cell hiPSC survival, primary screen, ATPlite luminescence; 100% = ROCK inhibitor wells, 0% = DMSO; survival enhancement, % at 20 µM; 360,000 tested, 0.044% active; AID 602274, 2012; in the data active means survival enhancement above about 18%;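 further: cells exposed to compounds for 16 hours before the ATP read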
# ABHD5 PLIN5 PPI – ABHD5-PLIN5 interaction inhibitors, primary screen, cell lysate, split luciferase complementation, luminescence; Split G. princeps luciferase complementation, 4 h; AID 602281, 2012; Perilipin-5 (Homo sapiens) + 1-acylglycerol-3-phosphate O-acyltransferase ABHD5 (Homo …; 360,000 tested, 0.78% active; inhibition, % at 4 µM;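 active means inhibition above the mean inhibition across every tested compound plus 3 SD, cut at about 22% in these data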;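 further: 0% = DMSO only wells and the 100% control is not disclosed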
# Glyco luc inh – increase of ERlucT glycosylation luciferase signal, primary screen, N-linked glycosylation inhibitor project, D54 ERlucT cells, luminescence, set 2. D54 ERlucT glycosylation luciferase reporter, 24 h; percent of 100 nM tunicamycin response. reporter increase, % at 12.5 µM. 360,000 tested, 0.23% active. AID 588692, 2011;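 active means mean luciferase reporter signal, scaled so untreated is 0 and the glycosylation-blocking control 100, at or above a set limit in every replicate; inconclusive means mean reaches the limit but not every replicate does; inactive means mean below the limit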;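 further: luciferase carries N-glycosylation sites so blocking glycosylation raises the light; 0% = median of neutral control wells and 100% = median of 100 nM tunicamycin wells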
# Granule exo inh – LAMP-1 surface exposure blockers, TALL-104 cells – cell-based, flow cytometry, MLPCN library, primary screen | 360,000 tested, 0.66% active | AID 651702, 2012 | inhibition, % at 10 µM | TALL-104 LAMP-1 surface exposure; cells stimulated with thapsigargin and PMA;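 active means inhibition above about 55%, limit read from the data; inconclusive means no clear call, values can overlap the other calls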
# MC4R antagonist – MC4R antagonists of cAMP signaling, primary screen, cell-based, TR-FRET, antagonist arm of biased-ligand search | MC4R-expressing cells, MTII-stimulated cAMP, LANCE TR-FRET | inhibition, % at 6.5 µM | 360,000 tested, 0.48% active;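 active means inhibition above its plate's cutoff, the mean of tested wells on that plate plus 3 SD, cut at about 29% in these data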;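 further: 0% = Melanotan II alone and 100% = Melanotan II plus saturating MCL0020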
#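 material = U2OS cells stably expressing human melanocortin 4 receptor (MC4R) | also added = Melanotan II challenge | dosing = single nominal compound dose of 6.5 µM | detection = TR-FRET with Eu-cAMP and labeled anti-cAMP, 671 nm | replication = singlicate | timing = compound 30 min, challenge 1 h, detection 1 h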
# Cardio protect – cardioprotection against H2O2-induced cell death, primary screen, uHTS, H9c2 cells, ATPLite luminescence; H9c2 cardiomyocytes, H2O2 injury protection, 2 h; protection from H2O2 cell death, % at 20 µM; 360,000 tested, 0.63% active; AID 588492, 2011;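 active means compounds giving at least 50% protection of heart cells from peroxide-induced death in the single-dose screen, raw or plate-pattern-corrected value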;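 further: 0% = DMSO wells with peroxide and 100% = DMSO wells without peroxide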
# MC4R barr agon – MC4R agonists recruiting beta-arrestin, primary screen, cell-based, luminescence, agonist arm of biased-ligand search | Melanocortin receptor 4 (Homo sapiens), P32245 | U2OS MC4R beta-arrestin complementation; percent of melanotan II response, DMSO zero | activation, % at 8.9 µM | 360,000 tested, 0.98% active | AID 540308, 2011;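 active means activation above a per-plate cutoff, the mean activation of sample wells on that plate plus 3 SD, cut at about 8% in these data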
# HTR2A ag – mouse Htr2a agonists via beta-arrestin recruitment, primary screen, cell-based, luminescence | AID 624169, 2012 | 360,000 tested, 0.66% active | CHO-K1 mHTR2A beta-arrestin complementation; percent of 30 µM serotonin response | 5-hydroxytryptamine receptor 2A (Mus musculus), P35363 | activation, % at 7.6 µM;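 active means activation above a run cutoff, the mean activation of all tested compounds plus 3 SD, cut at about 14% in these data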;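 further: 0% = plate median of compound wells and 100% = 30 µM serotonin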
# Starred values were filed as active, the others as inactive; ? = inconclusive.
SMILES,aDG glyco act,ABCB6 inh 2,hiPSC survival,ABHD5 PLIN5 PPI,Glyco luc inh,Granule exo inh,MC4R antagonist,Cardio protect,MC4R barr agon,HTR2A ag
COc1ccc(NS(=O)(=O)c2cccc(C(=O)N3CCCCCCC3)c2)cc1,-0.3,99.0,-2.2,-1.5,-0.6,-10.0,8.8,-9.8,3.5,13.3
COc1ccc(S(=O)(=O)Nc2c(C)n(C)n(-c3ccccc3)c2=O)c(Cl)c1Cl,-0.1,101.0,3.8,-6.4,1.0,0.8,-1.2,2.2,-0.2,3.8
COc1ccc(-c2cc(=O)c3ccc(O)cc3o2)cc1OC,-0.2,104.0,0.3,3.5,6.5,-2.2,-35.3,14.7,0.4,-3.0
Cc1nn(-c2ccccc2)c(Cl)c1/C=N/NC(=O)c1ccnn1C,-0.1,98.0,0.6,1.7,4.5,-1.7,3.8,-1.8,-2.8,-1.7
COc1cc(NC(=O)Nc2nc(C(N)C3CCCCC3)cs2)cc(OC)c1OC (stereo not drawn),0.9,100.0,-2.0,8.4,4.4,-0.9,4.0,-8.8,1.5,7.5
COc1ccccc1NC(=O)CSc1nnc(-c2ccco2)o1,-0.1,102.0,1.5,-1.3,0.9,-2.4,-0.9,4.5,-1.0,0.5
COc1ccccc1N1CCN(C(=O)c2cc(-c3ccco3)on2)CC1,0.1,102.0,8.3,7.7,-0.3,-3.5,13.2,16.4,-1.6,-4.0
COC(=O)c1c(NC(=O)CSc2nnc(C)c(=O)[nH]2)sc(C)c1C,-0.4,90.0,-0.3,3.5,-0.1,0.1,6.3,9.9,-0.7,1.2
CN(Cc1ccccc1)S(=O)(=O)c1nnc(NC(=O)c2ccccc2)s1,0.2,97.0,0.5,-3.5,-1.3,4.3,9.9,-9.7,-0.9,5.5
CN(C)CCNC(=O)c1cc2ccccc2oc1=O,-0.3,84.0,4.2,-7.8,-0.4,-0.3,4.1,-5.3,-0.6,15.6*
COc1ccc(OC)c(-n2c(O)cnc2Nc2nc(C)cc(C)n2)c1,-0.2,101.0,-1.0,3.3,1.1,0.8,4.1,8.2,-1.0,4.6
Cn1ccnc1Sc1nc(Nc2cccc(Cl)c2)nc(N2CCOCC2)n1,-0.1,96.0,-0.2,4.0,-1.8,-1.3,-52.3,28.5,-0.6,-5.7
CN(C(=O)c1cccc(NC(=O)Cc2ccc(NC(=O)C3CCCN(C(=O)C4CCCC4)C3)cc2)c1)C1CCCC1 (stereo not drawn),-0.4,100.0,1.0,-9.5,-0.8,-4.8,-4.2,-15.5,2.0,-1.9
O=C(Nc1ccc(Oc2ccc(NC(=O)C3CCCO3)cc2)cc1)C1CCCO1 (stereo not drawn),-0.2,98.0,-2.3,4.1,-2.4,0.2,-1.4,4.5,0.4,0.0
COc1ccc(C(C)=O)cc1COC(=O)CNC(=O)c1ccc(Cl)cc1,-0.2,109.0,-2.3,2.7,-2.0,3.1,10.5,4.6,-2.4,-4.3
Cc1ccccc1-n1c(SCC(=O)N2CCOCC2)nc(O)cc1=O,0.3,97.0,1.9,3.8,2.0,2.0,0.3,0.5,1.6,0.2
Cc1ccc(C(=O)OCC(=O)Nc2cccc(S(=O)(=O)N3CCCCC3)c2)o1,0.3,99.0,-0.5,6.0,-0.5,-1.3,21.1,-9.8,4.3,-8.3
COC(=O)C1=CN(CCCN2CCCC2=O)C=C(C(=O)OC)C1c1ccccc1C(F)(F)F,0.1,95.0,1.3,8.1,3.4,-1.7,11.1,2.3,1.0,1.1
O=C(O)C(Cc1ccccc1)N1C(=O)c2ccccc2C1=O (stereo not drawn),0.0,95.0,3.4,-6.1,0.2,1.2,-1.6,1.0,-1.6,1.4
O=C(OCCN1C(=O)CCC1=O)c1ccc(S(=O)(=O)N2CCCCC2)cc1,0.1,102.0,-1.6,-4.2,0.2,-1.1,2.9,0.7,-0.9,-3.9
O=C(CN1CCOCC1)Nc1ccc(N2CCN(c3ccccc3)CC2)c(F)c1,0.2,100.0,2.4,5.0,-1.5,3.3,16.4,-3.7,3.0,4.0
O=C(Cn1c(=O)oc2cc(S(=O)(=O)N3CCCC3)ccc21)N1CCN(c2ccccc2)CC1,-0.1,95.0,1.3,4.3,-2.4,-0.1,11.4,0.9,0.8,6.0
CCCc1nc(SCC(=O)NNC(=O)c2ccc(OC)cc2)c2ccccc2n1,0.2,97.0,-3.7,-2.8,1.5,0.7,13.9,1.1,-4.6,-6.4
COc1ccc(C2Nc3ccccc3C(=O)N2c2ccc(C)cc2)cc1Cn1nc(C)c([N+](=O)[O-])c1C (stereo not drawn),2.3,94.0,-0.5,4.0,-0.7,10.4,8.7,-4.4,-2.8,0.7
CC(C)NC(=O)[C@@H]1CSC2c3ccccc3C(=O)N21 (stereo partly drawn),0.0,97.0,-0.8,-8.4,0.2,?,0.6,0.5,-1.3,-7.1
# (further entries)
SMILES,aDG glyco act,ABCB6 inh 2,hiPSC survival,ABHD5 PLIN5 PPI,Glyco luc inh,Granule exo inh,MC4R antagonist,Cardio protect,MC4R barr agon,HTR2A ag
Cc1onc(-c2c(F)cccc2Cl)c1C(=O)N1CCCC1,-0.1,101.0,-0.5,-1.4,0.0,-5.3,6.7,-2.6,-2.4,-6.2
Cc1ccccc1-n1c(=O)cc(N2CCCCCC2)[nH]c1=O,-0.2,100.0,-0.3,4.0,1.1,-0.2,15.0,5.1,-1.7,1.3
COc1ccc2c(c1)[nH]c1c(=O)n(CCCN3CCOCC3)cnc12,-0.1,94.0,-2.5,6.1,-0.3,-5.4,-4.7,-8.3,-1.8,-0.2
Cc1cc(C)cc(C(=O)NCCCc2ccccc2)c1,0.5,88.0,7.1,4.8,-1.3,1.4,14.5,-4.1,1.0,-3.8
Cc1c(C)n(Cc2ccccc2)c2ccc(C(=O)NCCCN3CCOCC3)cc12,0.0,101.0,0.0,3.9,-8.0,7.5,-2.2,-2.2,-1.8,-11.0
COc1ccc(OCc2cc(C(=O)NCCN3CCCC(O)C3)no2)c(Cl)c1 (stereo not drawn),-0.1,96.0,0.3,0.8,-1.1,0.8,-5.1,-2.2,-1.0,0.5
Cc1cc(C)c(CN2CCCC(CNC(=O)c3ccc(F)cc3)C2)c(-n2cccn2)c1 (stereo not drawn),0.6,96.0,-1.4,-5.6,1.0,-1.0,3.7,3.8,0.4,-0.8
COc1ccc2cc(C(=O)N3CCN(c4ccc(F)cc4)CC3)[nH]c2c1,-0.1,102.0,0.4,-3.0,5.8,10.2,10.5,-4.6,-0.1,-8.6
CCOC(=O)c1cnn(Cc2ccccc2)c1N,0.0,101.0,0.4,2.3,-0.6,-1.6,7.0,-0.2,-1.7,-3.2
CSc1ncccc1C(=O)N1CCCC(Nc2ccc(F)c(F)c2)C1 (stereo not drawn),-0.3,98.0,-1.3,-3.4,0.3,5.6,15.8,2.6,-0.1,-4.5
Cn1c(N)c(C(=O)CSc2nc3ccccc3[nH]2)c(=O)n(C)c1=O,0.1,100.0,-0.7,-9.9,2.9,1.7,-1.1,3.0,-2.0,-1.8
COc1cc([N+](=O)[O-])cc(/C=N\NC(=O)C2COc3ccccc3O2)c1O (stereo not drawn),0.1,97.0,0.0,-6.1,2.3,-7.4,18.4,1.4,-1.4,-15.1
Cc1[nH]c(=O)[nH]c(=O)c1S(=O)(=O)N1CCC(C(=O)N2CCN(Cc3ccccc3)CC2)CC1,-0.2,88.0,-3.0,0.3,1.4,-2.2,4.7,5.3,-2.5,-1.3
O=C(Cc1ccc(F)cc1)Nc1ccc(F)c([N+](=O)[O-])c1,2.3,99.0,0.2,-1.9,-1.4,-1.0,14.9,-0.1,-1.2,-2.0
COc1ccc(NC(=O)CSc2ccc3c(c2)OCCO3)cc1OC,1.1,98.0,1.3,6.8,-1.3,-6.8,8.8,-14.7,0.3,0.2
O=C(C1CCCO1)N1CCN(Cc2c(O)ccc3ccccc23)CC1 (stereo not drawn),0.1,95.0,3.1,40.6*,0.9,5.8,3.6,7.5,-2.7,-5.2
COc1ccc(C2=NOC(C(=O)Nc3ccc4c(c3)OCCO4)C2)cc1OC (stereo not drawn),0.0,97.0,0.8,3.5,-1.9,-1.2,7.7,-0.2,-1.3,0.2
COc1cc2cc(C(c3nnnn3C3CCCCC3)N(C)C3CCCCC3)c(=O)[nH]c2cc1OC (stereo not drawn),0.5,100.0,11.0,-14.6,-4.6,3.0,17.8,-2.4,5.4,-12.7
COCCn1c(SCCN2CCOCC2)nc2c1c(=O)[nH]c(=O)n2C,-0.1,94.0,0.5,-2.4,0.0,-2.0,3.2,4.4,-0.2,-6.5
CN(C)S(=O)(=O)c1ccc(NC(=O)Cn2c(-c3ccccc3)noc2=O)cc1,-0.3,103.0,1.2,-0.1,-1.8,-0.5,13.2,0.6,0.9,-0.3
Cc1cc2[nH]cnc2c([N+](=O)[O-])c1C,-0.3,103.0,2.5,-1.1,-1.1,-0.3,0.7,6.4,-1.1,-4.4
Cc1cc2c(=O)n(CC(=O)N3CCN(c4ccc(F)cc4)CC3)cnc2s1,0.1,97.0,-2.4,1.2,6.2,-2.8,-4.2,6.3,-1.8,2.3
NC(=O)CC(NC(=O)Cc1ccc(Br)cc1)c1ccc(NCCN2CCOCC2)c([N+](=O)[O-])c1 (stereo not drawn),-0.2,99.0,3.3,-1.2,3.4,0.0,0.6,12.2,-0.9,-0.5
Cc1cccc(C(=O)OCC(=O)c2csc(N3CCCCC3)n2)c1[N+](=O)[O-],-0.1,91.0,-0.3,-3.9,1.7,2.5,6.2,-20.8,0.1,-1.7
Cc1c(C(=O)NC(=S)NCc2cccnc2)oc2ccccc12,0.0,99.0,0.8,1.1,0.6,1.0,16.5,-13.1,4.8,-0.8
O=C(Oc1cccnc1)c1cccc(Cl)c1,0.0,91.0,6.6,6.1,2.3,-1.5,1.9,-1.4,0.8,-2.1

# Looked up above.
# `Cc1cc(C)cc(C(=O)NCCCc2ccccc2)c1` in MC4R antagonist is entered as 14.5
# `COc1ccc(OC)c(-n2c(O)cnc2Nc2nc(C)cc(C)n2)c1` in Granule exo inh is entered as 0.8
